S aureus QS inh – blocks AIP-induced quorum sensing reporter in S. aureus | S. aureus RN6390 RNAIII-GFP reporter, flow cytometry 3 h | inhibition, % at 2 µM | hit rate 0.3% among 24,000 | AID 527;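 active means share of bacteria positive for the green fluorescent reporter and its mean brightness both inhibited by 50% or more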;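 further: 0% = AIP-stimulated control and 100% = unstimulated bacteria without AIP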
S aureus QS inh GFP MFI % – recorded beside S aureus QS inh, whose call it bears; inhibition, %; measured here: inhibition of GFP MFI
* marks the source's active call; other numbers are inactive results. An excerpt; count on the stated rates, not on these rows.

SMILES	S aureus QS inh	S aureus QS inh GFP MFI %
CCCCOc1ccc(CC(=O)NO)cc1	-1	-3
CC[C@]1(O)C[C@@H]2CN(CCc3c([nH]c4ccccc34)[C@@](C(=O)OC)(c3cc4c(cc3OC)N(C)[C@H]3[C@@](O)(C(=O)OC)[C@H](OC(C)=O)[C@]5(CC)C=CCN6CC[C@]43[C@@H]65)C2)C1	-2	-14
CCn1cc(C(=O)O)c(=O)c2cc(F)c(N3CCNCC3)nc21	42	49
C[C@@H]1C[C@H]2[C@@H]3C[C@H](F)C4=CC(=O)C=C[C@]4(C)[C@@]3(F)[C@@H](O)C[C@]2(C)[C@@]1(O)C(=O)COC(=O)C(C)(C)C	0	0

An excerpt from above in order of heavy-atom count, rising.
SMILES	S aureus QS inh	S aureus QS inh GFP MFI %
CCCCOc1ccc(CC(=O)NO)cc1	-1	-3
CCn1cc(C(=O)O)c(=O)c2cc(F)c(N3CCNCC3)nc21	42	49
CC[C@]1(O)C[C@@H]2CN(CCc3c([nH]c4ccccc34)[C@@](C(=O)OC)(c3cc4c(cc3OC)N(C)[C@H]3[C@@](O)(C(=O)OC)[C@H](OC(C)=O)[C@]5(CC)C=CCN6CC[C@]43[C@@H]65)C2)C1	-2	-14
